Assay outcomes deposited in PubChem by The Scripps Research Institute Molecular Screening Center.
EBNA-1 inhibitor: EBNA-1 DNA-binding inhibitors, primary screen, biochemical, fluorescence polarization. inhibition, % at 14.8 µM. 300,000 tested, 0.34% active. AID 1950, 2009; in the data active means inhibition above about 28%
PAFAH2 inh: PAFAH2 enzyme inhibitors, primary screen, biochemical, fluorescence polarization, human. Platelet-activating factor acetylhydrolase 2, cytoplasmic (Homo sapiens), Q99487. recombinant PAFAH2, FP-rhodamine activity probe. inhibition, % at 3.39 µM. 340,000 tested, 0.99% active;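 active means inhibition above the mean over all tested compounds plus 3 SD, cut at about 30% in these data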;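 further: inhibitors block probe labeling of enzyme so polarization drops; 0% = enzyme with DMSO and 100% = wells lacking PAFAH2 protein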
LYPLA1 counter: LYPLA1 inhibitors, primary screen, counter-screen for PME1 inhibitor project, biochemical, fluorescence polarization, FP-Rh probe ABPP | Acyl-protein thioesterase 1 (Homo sapiens), O75608 | recombinant LYPLA1 | inhibition, % at 5.9 µM | 320,000 tested, 0.16% active | AID 2174, 2009;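 active means inhibition above the mean of all tested compounds plus 3 SD, set per campaign, cut at about 14% in these data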;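 further: inhibitors block serine hydrolase probe labeling of LYPLA1 so polarization falls; 0% = enzyme with DMSO and 100% = wells lacking LYPLA1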
Target sequence (O75608 whole entry, looked up): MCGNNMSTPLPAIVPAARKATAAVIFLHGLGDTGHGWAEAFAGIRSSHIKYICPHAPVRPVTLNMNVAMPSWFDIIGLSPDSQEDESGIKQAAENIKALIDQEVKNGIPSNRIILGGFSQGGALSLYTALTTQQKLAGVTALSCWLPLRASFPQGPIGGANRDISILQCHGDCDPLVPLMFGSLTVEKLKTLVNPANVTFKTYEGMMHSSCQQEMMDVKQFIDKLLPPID
LYPLA2 counter: LYPLA2 inhibitors, primary screen, counter-screen for PME1 inhibitor project, biochemical, fluorescence polarization, FP-Rh probe ABPP. 320,000 tested, 0.38% active. recombinant LYPLA2. Acyl-protein thioesterase 2 (Homo sapiens), O95372. inhibition, % at 5.9 µM;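 active means inhibition above the screen-wide mean plus 3 SD, limit set per campaign, cut at about 26% in these data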;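 further: 0% = LYPLA2 with DMSO and 100% = wells lacking LYPLA2 enzyme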
Target sequence (O95372 whole entry, looked up): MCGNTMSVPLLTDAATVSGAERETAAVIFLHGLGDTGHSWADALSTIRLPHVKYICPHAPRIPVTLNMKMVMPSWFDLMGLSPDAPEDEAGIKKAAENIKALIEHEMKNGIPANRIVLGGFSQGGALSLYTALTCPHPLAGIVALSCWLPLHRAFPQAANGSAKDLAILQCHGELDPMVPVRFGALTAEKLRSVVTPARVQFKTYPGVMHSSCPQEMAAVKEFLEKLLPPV
PAFAH1B3 FP inh: PAFAH1B3 enzyme inhibitors, primary screen, biochemical, fluorescence polarization, human | recombinant PAFAH1B3, FP-rhodamine probe | Platelet-activating factor acetylhydrolase IB subunit alpha1 (Homo sapiens), Q15102 | 340,000 tested, 0.28% active | inhibition, % at 3.39 µM | AID 492972, 2010;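 active means inhibition above the screen-wide average of all tested compounds plus 3 SD, cut at about 25% in these data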;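 further: 0% = enzyme with DMSO only and 100% = wells lacking PAFAH1B3 protein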
Target sequence (Q15102 whole entry, looked up): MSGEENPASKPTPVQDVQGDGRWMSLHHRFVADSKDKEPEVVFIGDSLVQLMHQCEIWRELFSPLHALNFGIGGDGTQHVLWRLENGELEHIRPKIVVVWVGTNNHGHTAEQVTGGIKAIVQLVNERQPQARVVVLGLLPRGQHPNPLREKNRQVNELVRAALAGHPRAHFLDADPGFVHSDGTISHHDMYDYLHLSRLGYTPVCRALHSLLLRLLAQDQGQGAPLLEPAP
ZTA DNA inh: ZTA (EBV) inhibition in EBNA-1 counter-screen | ZTA-DNA binding, fluorescence polarization | 320,000 tested, 0.15% active | inhibition, % at 11 µM; in the data active means inhibition above about 33%
PAD4 inh: human PAD4 inhibitors, primary screen, biochemical, fluorescence polarization, 1536-well format | Protein-arginine deiminase type-4 (Homo sapiens), Q9UM07 | recombinant PAD4, RCA probe fluorescence polarization | inhibition, % at 6.36 µM | 330,000 tested, 0.41% active;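 active means percent inhibition above a cutoff equal to the mean of all tested compounds plus 3 SD, cut at about 15% in these data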;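 further: 0% = PAD4 with RCA probe and DMSO and 100% = probe without PAD4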
PREPL inhibitor: PREPL enzyme inhibitors, primary screen, biochemical, fluorescence polarization. Prolyl endopeptidase-like (Homo sapiens), Q4J6C6. recombinant PREPL, fluorescence polarization activity-based probe. inhibition, % at 5.96 µM. 320,000 tested, 0.68% active. AID 2751, 2010; in the data active means inhibition above about 43%;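 further: 0% = enzyme with DMSO and 100% = wells lacking enzyme; many of its hits are not listed in these tables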
GSTO1 inh: inhibitors of recombinant GSTO1, primary screen, counter-screen for RBBP9 inhibitor project, biochemical, fluorescence polarization | 300,000 tested, 1.1% active | Glutathione S-transferase omega-1 (Homo sapiens), P78417 | inhibition, % at 5.96 µM | AID 1974, 2009 | activity-based probe fluorescence polarization;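 active means inhibition above the campaign mean inhibition plus 3 SD, cut at about 35% in these data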;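 further: 0% = GSTO1-1 with DMSO and 100% = wells lacking GSTO1-1 enzyme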
Target sequence (P78417 whole entry, looked up): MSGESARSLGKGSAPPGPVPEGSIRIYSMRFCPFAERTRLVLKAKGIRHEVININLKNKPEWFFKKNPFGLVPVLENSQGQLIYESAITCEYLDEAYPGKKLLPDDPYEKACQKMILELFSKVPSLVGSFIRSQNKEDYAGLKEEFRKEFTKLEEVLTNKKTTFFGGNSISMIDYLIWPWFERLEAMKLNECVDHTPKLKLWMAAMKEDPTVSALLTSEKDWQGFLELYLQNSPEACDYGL
Active calls of the source: *; . = not tested or not shown. Some of the compounds tested. The share of hits here may be higher or lower than overall.

SMILES	EBNA-1 inhibitor	PAFAH2 inh	LYPLA1 counter	LYPLA2 counter	PAFAH1B3 FP inh	ZTA DNA inh	PAD4 inh	PREPL inhibitor	GSTO1 inh
Cc1csc(NC(=O)c2cc(-c3ccncc3)nc3ccccc23)n1	-1	-2	2	4	6	-9	-5	-2	6
Cc1ccc(NC(=O)CN(C)C(=O)Cc2ccc(Cl)c(Cl)c2)cc1	1	1	-4	4	9	7	1	-1	3
Cc1cc(C)c(S(=O)(=O)Nc2nccs2)c(C)c1	4	14	1	-4	8	9	-4	-3	0
CSc1ccccc1NC(=O)CN(C)CC(=O)Nc1ccc(Cl)cc1[N+](=O)[O-]	-1	7	-2	6	3	4	-1	12	9
N/C(=N\OC(=O)C1CCCCC1)c1cccnc1	-2	7	-1	-1	5	4	-3	7	9
Cc1ccc(NC(=O)Cc2nc(COC(=O)C(C)NS(=O)(=O)c3ccc(C)cc3)cs2)cc1 (stereo not drawn)	.	68*	-4	-2	-3	-9	1	20	.
CCOC(=O)c1ccc(N2N=C(C)/C(=C/C=C/c3ccco3)C2=O)cc1	2	10	3	3	3	-17	-6	5	5
COc1ccc(CSCC(=O)N/N=C/c2ccccc2OCc2ccccc2)cc1	1	-4	-5	-7	-3	-1	-3	-6	-1
OCC(CO)(CO)NCc1ccc(-c2ccccc2)cc1	-17	3	-9	-8	0	-14	-2	-9	-4
CC(=O)Nc1ccc(S(=O)(=O)N2CCN3CCCC3C2)cc1 (stereo not drawn)	-7	0	-3	-4	4	-10	8	-5	-4
Cc1ccc(C)c(OCCn2ccnc2)c1	-12	-3	-1	2	4	5	-1	5	1
COc1ccccc1C(CNC(=O)COc1ccccc1C)N1CCCC1 (stereo not drawn)	3	-7	-1	-2	8	-5	4	23	-9
Cc1ccc(NC(=O)C2CCN(S(=O)(=O)c3ccc4c(c3)NC(=O)C(C)S4)CC2)c(C)c1 (stereo not drawn)	1	0	2	4	1	-15	-2	15	-1
CN(C)c1nc(Oc2ccc(OCCOc3ccccc3)nn2)nc(N(C)C)n1	-6	-1	0	1	19	-6	0	-1	-2
COc1cc(SC)ccc1C(=O)Nc1ccc2c(c1)OCCO2	0	6	-1	-5	6	0	-2	10	6
CCOC(=O)c1oc2ccccc2c1NC(=O)c1ccco1	-1	5	-6	1	0	-10	-3	7	2
CC(=O)c1ccccc1C(=O)N1CCCC(CCC(=O)N2CCN(c3ccccn3)CC2)C1 (stereo not drawn)	-4	9	2	3	6	-25	1	9	5
Cc1cc(F)ccc1NC(=O)c1cccnc1	-1	-2	1	6	2	-2	1	3	17
CC(C)c1nnc(NC(=O)CS(=O)(=O)c2ccccc2)s1	-4	9	4	4	5	7	-3	4	0
Cc1cccc(NC(=S)NC2CC3CCCC(C2)N3Cc2cccs2)c1C (stereo not drawn)	-12	5	4	10	2	-17	-4	14	7
CC(=O)Nc1c2c(nn1-c1ccc(C)cc1C)CSC2	-8	-3	1	-2	0	13	-8	19	6
Cc1ccccc1-c1nnc(SCC#N)o1	1	-3	4	-5	11	9	-3	5	-4
Cc1ccc(C(=O)Oc2ccc3c(c2)ncn3C)cc1	-2	-9	-1	0	6	-14	0	17	8
CCOC(=O)c1c(C)[nH]c(C)c1C(=O)COC(=O)c1cc2ccccc2cc1O	4	-4	-9	-13	-3	7	-2	10	2
Cc1cccc(N2CCN(C(=O)C3CCN(S(=O)(=O)c4c(C)noc4C)CC3)CC2C)c1 (stereo not drawn)	7	-4	-1	4	7	0	4	5	8
CN(C)/C=N/c1sccc1C(N)=O	2	-2	-1	1	9	-15	3	8	12
O=C1C(C2=NC(c3ccccn3)C3C(=O)N(c4ccccc4)C(=O)C23)=C(O)c2ccccc21 (stereo not drawn)	1	-14	0	-1	3	15	2	-8	3
COc1cc(OC)cc(-c2nc3ccccc3c(=O)o2)c1	2	55*	-1	5	-1	-2	1	-5	-2
O=C(COC(=O)c1ccc(Br)o1)NCCc1ccccc1	6	3	1	10	6	-6	-1	-3	8
COC(=O)Cn1nc(-c2ccc(C)cc2)c2ccccc2c1=O	8	3	1	6	14	0	5	-3	14
CCn1cc(/C=N\NC(=O)c2csc3ccccc23)c(C)n1	-3	0	0	5	4	-11	1	15	-3
NC(=O)CSc1nccn1Cc1ccc(Cl)cc1	-1	12	-4	0	3	8	-3	0	1
CC(NC(=O)/C=C/c1ccco1)c1nc2ccccc2n1Cc1cccc(Cl)c1 (stereo not drawn)	12	3	4	6	-7	11	3	5	-1
CC(=O)O[C@H]1CC(C)(C)C(=C=C/C(C)=C/C=C/C(C)=C/C=C/C=C(C)/C=C/C=C(\C)C(=O)C[C@@]23O[C@]2(C)C[C@@H](O)CC3(C)C)[C@](C)(O)C1	3	.	-2	1	.	-2	1	1	2
CC/C(=N\Nc1ccccc1[N+](=O)[O-])c1ccc(O)cc1	-6	.	-3	7	.	-2	-6	6	8
CC(C)(C)OC(=O)C[C@@H]1C/C=C\C[C@@H](CC(=O)NCCO)C(=O)NC[C@H](c2ccccc2)OC1=O	.	1	.	.	-8	.	3	18	.
COC(=O)c1cc(S(=O)(=O)N2CCCCCC2)cn1C	-5	0	1	7	6	-2	-4	13	1
Cc1ccc(OCC(=O)Nc2ccc(F)cc2)c([N+](=O)[O-])n1	8	5	5	5	6	7	7	0	4
COc1ccc(S(=O)(=O)N(C)C)cc1NC(=O)CSC(C)C(=O)Nc1cc(C)on1 (stereo not drawn)	.	-4	2	2	16	-19	5	-3	.
Cc1nn(-c2ccccc2)c(C)c1C(=O)OCC(N)=O	4	-2	-29	0	3	8	-2	-2	0

Rewritten with values under each structure: entries from further up
Results follow in this order: EBNA-1 inhibitor, PAFAH2 inh, LYPLA1 counter, LYPLA2 counter, PAFAH1B3 FP inh, ZTA DNA inh, PAD4 inh, PREPL inhibitor, GSTO1 inh
COC(=O)Cn1nc(-c2ccc(C)cc2)c2ccccc2c1=O
 : 8, 3, 1, 6, 14, 0, 5, -3, 14
CCn1cc(/C=N\NC(=O)c2csc3ccccc23)c(C)n1
 : -3, 0, 0, 5, 4, -11, 1, 15, -3

(continued)
SMILES	EBNA-1 inhibitor	PAFAH2 inh	LYPLA1 counter	LYPLA2 counter	PAFAH1B3 FP inh	ZTA DNA inh	PAD4 inh	PREPL inhibitor	GSTO1 inh
CCOc1ccc(NC(=S)N(CCc2c(C)[nH]c3ccc(C)cc23)Cc2cccnc2)cc1	-2	4	1	8	14	10	1	28	3
CCOc1ccc(NC(=O)Cn2nnc(-c3ccccc3F)n2)cc1	4	-1	2	7	-4	-1	4	10	-1
Cc1cccc(C2c3[nH]c4ccccc4c3CCN2Cc2ccc(C)s2)n1 (stereo not drawn)	-4	-4	0	1	12	4	-4	13	-8
O=C(NCc1ccco1)c1cc([N+](=O)[O-])ccc1N1CCCCC1	-5	-8	3	-3	-1	-9	5	12	-1
Cc1ccc(S(=O)(=O)NC(=O)COc2ccccc2)cc1	5	-3	-1	-3	4	13	-4	-6	9
COC(=O)CSc1nc(C2CC2)nc2ccccc12	2	2	0	0	-1	1	5	4	-24
Cc1nc(NC(=O)C2CC2)sc1C(=O)N(C)C	-9	-2	-4	-5	3	-11	1	-5	1
COC(=O)c1ccc(C)c(NC(=O)CSc2sc3c(O)cc(=O)[nH]c3c2C#N)c1	-8	12	-14	-21	13	4	-6	-8	11
NNc1nc(-c2ccccc2Cl)nc2ccccc12	-2	-5	-2	-7	1	-1	1	9	5
CC(=O)Nc1ccc2c(CSc3nnc(-c4cccnc4)n3-c3ccc(C)cc3C)cc(=O)oc2c1	-12	4	-4	-4	-2	-8	6	-3	1
Cc1ccc2c(c1)nnn2C1CCN(S(C)(=O)=O)CC1	9	-3	-4	1	1	5	-3	0	9
O=C(NC1CCCCC1)C(c1ccco1)N(C(=O)c1csnn1)c1ccc(Cl)cc1 (stereo not drawn)	3	5	2	-4	6	-2	-1	5	0
COc1cc(C)c(C#N)c(OC)n1	7	-1	1	1	2	-10	-4	20	1
CCn1c(/C=C/c2c[nH]c3ccccc23)nc2ccccc2c1=O	-10	0	-3	-4	9	1	0	17	7
CC1CCN(c2nc3c(c(=O)[nH]c(=O)n3C)n2Cc2ccccc2Cl)CC1	-3	4	2	1	4	-3	-4	29	-6
O=C(Nc1ccon1)c1nc[nH]c1C(=O)NCc1ccccc1	.	8	-1	2	2	-11	-2	0	.
Cc1nn(-c2ccccc2)c(Cl)c1/C=C1\C(=O)N(C)C(=S)N1C	1	-4	2	4	6	16	-2	5	10
CCc1nnc(NC(=O)c2ccc(Cl)nc2)s1	0	5	-1	-3	3	-10	1	14	-4
COc1ccc(OCC(O)CNC(=O)Nc2ccc(C(C)(C)C)cc2)cc1 (stereo not drawn)	10	-1	-7	2	10	-14	1	7	7
CC(=O)c1sc(NC(=O)COc2ccc(C)c(C)c2)nc1C	-3	0	-5	-7	-7	-7	-4	-2	-1
CCCCNC(=O)Nc1ccccc1C(=O)NCCC	8	-5	-1	-2	8	1	3	10	8
CS(=O)(=O)NCc1ccc(C(=O)NCCOc2ccccc2)cc1	2	-3	0	0	2	-15	-2	-9	9
COc1ccc(CN2C(=O)c3ccccc3C2C(=O)NC2CCC(C)CC2)c(OC)c1 (stereo not drawn)	5	1	3	4	11	-7	1	0	-1
Cc1c(NC(=O)CSc2nc(N)cc(N)n2)c(=O)n(-c2ccccc2)n1C	.	-4	2	7	0	-9	-3	3	.
COC(CNC(=O)c1ccc2c(c1)ncn2-c1cccc(F)c1)OC	1	-8	3	-4	10	-7	4	3	4
COCCN(C(=S)Nc1c(C)cccc1C)C(C)c1cccnc1 (stereo not drawn)	-2	-1	-3	-8	-5	8	6	-1	2
CCN(CC)C(=O)Nc1ccccc1C	-6	5	10	3	12	5	3	10	0
On1c(-c2ccccc2Cl)nc2ncccc21	8	1	3	0	13	1	-5	-1	-7
Cc1cccc(NC(=O)c2ccc3c(c2)C(=O)N(c2ccccc2C)C3=O)n1	-1	-5	2	6	10	-20	-5	7	1
NC(=O)CSc1nnc(COc2ccccc2)n1CCc1ccccc1	-5	12	1	4	1	-10	0	1	0
Cc1cc(C(=O)N/N=C/c2ccc(N(C)C)cc2)c2ccccc2n1	4	7	-2	2	7	1	-3	2	-1
CCCn1c2ccccc2c2nnc(SCc3[nH]c(=O)[nH]c3C(=O)CCCCC(=O)OCC)nc21	19	2	1	-5	-3	19	-2	2	17
O=C(COC(=O)C1CCN(S(=O)(=O)c2ccc(Cl)c(C(F)(F)F)c2)CC1)NCc1ccco1	-2	-1	-2	-4	0	6	1	10	9
COc1cccc(-c2nc(NC(C)(C)C)c3ccccc3n2)c1O	-3	-9	-9	-3	7	11	-4	28	10
CN(C)CCn1c(=O)n(Cc2ccccc2)c(=O)c2c3c(sc21)CCCCC3	-13	1	-2	6	8	-5	4	6	3
COc1cccc(NS(=O)(=O)c2ccc(OC)c(OC)c2)c1	4	13	-2	-4	0	10	-3	5	-1
COc1cc(NC(=O)c2ccc3c(c2)OCO3)c2ncccc2c1	12	4	0	-1	0	9	-1	3	3
O=C(NNC(=O)C1CCCC1)c1ccccc1F	-16	6	-4	-2	8	14	3	3	-1
CC(=O)Nc1nc(C)c(C(C)C)s1	5	3	0	6	1	32	2	-4	4
Cc1ccc(-n2cc(C(=O)c3ccccc3O)cn2)cc1	3	9	-2	1	-7	7	1	6	-6
